# Screens (PubChem)
# Shn3 3UTR inh: inhibitors of Schnurri-3 3'UTR reporter in osteoblasts; Clone20 osteoblast Shn3 3'UTR firefly luciferase, 24 h; inhibition, % at 12.5 µM; 360,000 tested, 0.52% active;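 active means mean inhibition of at least 75% with every replicate also reaching 75%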;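 further: 0% = median of neutral control wells and 100% = pilot-screen positive control compound; some compounds past the cut are filed as inactive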
# KKLEB tox: counter-screen for CF NF-kB inhibitors: cytotoxicity | KKLEB CF airway cells viability, ATPlite luminescence, overnight; hits give low values; cells stimulated with P. aeruginosa culture filtrate | activity change (cytotoxicity), % at 5 µM | 360,000 tested, 0.36% active | AID 602141;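 active means corrected activity change at or below -50% at 5 µM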
# EBV LMP1 NFkB: reduces LMP1-driven NF-kappaB luciferase signal. inhibition, % at 12.5 µM. 350,000 tested, 0.69% active. LMP1-induced NF-kappaB luciferase reporter cells, luminescence; in the data active means inhibition above about 41%;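 further: 0% = neutral control wells and 100% = reference inhibitor control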
# iPSC survival up: increases survival of single human iPS cells. survival enhancement, % at 20 µM. hiPSC single-cell survival, ATPlite luminescence; 100% = ROCK inhibitor wells, 0% = DMSO. 360,000 tested, 0.044% active; in the data active means survival enhancement above about 18%;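 further: cells exposed to compounds for 16 hours before the ATP read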
# CF NFkB block: cystic fibrosis NF-kB activation inhibition. 360,000 tested, 0.86% active. AID 588850. KKLEB NF-kB-GFP reporter, PAF-induced, GFP fluorescence overnight. inhibition, % at 5 µM;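 active means at least 50% inhibition at 5 µM, scaled per plate between neutral and stimulator controls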;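 further: PAF is a Pseudomonas aeruginosa culture filtrate used as stimulus; plate controls were PAF-stimulated DMSO wells for no effect and unstimulated DMSO wells for full effect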
# Peg3 prom inh: inhibitors of Peg3 promoter; HeLa PEG-Prom luciferase reporter, luminescence, overnight; inhibition, % at 20 µM; 360,000 tested, 1.7% active; AID 588405;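 active means inhibition of at least 50% at 20 µM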
# C8 TRAIL sens: caspase-8 TRAIL sensitization | NB7+C8 cells + TRAIL, ATPlite viability luminescence | inhibition (viability loss, TRAIL sensitization), % at 10 µM | 360,000 tested, 1% active | AID 624354;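 active means compounds causing at least 50% loss of cell viability in the single-dose screen, relative to plate controls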
# TRPM1 prom inh: MITF TRPM1 promoter inhibition in SK-MEL-5 cells; SK-MEL-5 TRPM1 promoter luciferase, 24 h; inhibition, % at 12.5 µM; 330,000 tested, 0.83% active; AID 488899;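 active means mean inhibition across replicates of 60% or more, whatever share of single replicates reaches that level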; further: values of inactives mirror those of a sister screen read the other way
# HIF-2a inh: blocks HIF-2a reporter activity; 786-0 RCC cells HIF-2a reporter, luciferase luminescence, overnight; inhibition, % at 18.8 µM; AID 624352; 360,000 tested, 0.72% active;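 active means inhibition of the luminescence signal of 40% or more relative to plate controls, in a single-dose primary screen at 18.75 µM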
# NR2E3 ag-1: agonists of human NR2E3 nuclear receptor. inhibition of corepressor binding, % at 3.98 µM. AID 602229. CHO-S Gal4-NCOR/VP16-NR2E3 two-hybrid, luciferase. 360,000 tested, 0.35% active;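 active means inhibition above the mean of all tested compounds plus 3 SD, cut at about 70% in these data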;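 further: 0% = DMSO with NR2E3 transfected cells and 100% = cells lacking NR2E3 construct; higher means lower luciferase signal from less NR2E3 corepressor binding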
# Target sequence (Q9Y5X4 whole entry, looked up, the tested form may be a part): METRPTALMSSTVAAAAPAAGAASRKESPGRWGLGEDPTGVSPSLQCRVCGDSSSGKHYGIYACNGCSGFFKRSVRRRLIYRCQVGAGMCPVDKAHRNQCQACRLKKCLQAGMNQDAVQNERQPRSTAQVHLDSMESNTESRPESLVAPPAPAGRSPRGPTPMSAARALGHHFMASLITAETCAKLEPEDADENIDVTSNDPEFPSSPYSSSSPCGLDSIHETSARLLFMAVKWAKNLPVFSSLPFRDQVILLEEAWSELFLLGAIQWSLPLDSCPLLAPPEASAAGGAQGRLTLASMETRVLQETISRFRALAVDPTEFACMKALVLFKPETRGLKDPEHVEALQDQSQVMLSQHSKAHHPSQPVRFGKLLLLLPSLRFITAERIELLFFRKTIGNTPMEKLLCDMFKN
# NR2E3 ag-2: agonists of human nuclear receptor NR2E3; GST-NR2E3/biotin-RetCOR TR-FRET, 1536-well; inhibition of corepressor binding, % at 4.78 µM; 320,000 tested, 0.12% active; AID 2300;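 active means percent inhibition above the cutoff of mean plus 3 SD of all tested compounds, set per screening campaign, cut at about 20% in these data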;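 further: 0% = DMSO wells and 100% = biotin wells as full block of FRET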
#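 Format: 1536-well format; test system: GST-NR2E3 and biotin-RetCOR proteins; read-out basis: percent inhibition of TR-FRET ratio; timing: 5 h incubation at 4 °C; detection: time-resolved FRET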
# * = called active by the depositor; . = no result given; & = joins results of further samples. This is a subset (hit frequency here may not be typical).
# Sample of the layout, 2 compounds:
1	COc1ccccc1CNC(=O)c1ccccc1N
2	CCCN1CCN(C(=O)c2ccc(F)c(S(=O)(=O)N3CCOCC3)c2)CC1
compound no. | 1 | 2
Shn3 3UTR inh | 1 | 2
KKLEB tox | 7 | -12
EBV LMP1 NFkB | -3 | 1
iPSC survival up | -1.1 | -0.4
CF NFkB block | 2 | 15
Peg3 prom inh | -14 | 12
C8 TRAIL sens | -12 | -18
TRPM1 prom inh | 3 | -21
HIF-2a inh | 4 | 3
NR2E3 ag-1 | -21 | -19
NR2E3 ag-2 | 2 | -5

# All compounds of this part, from the first entry:
1	COc1ccccc1CNC(=O)c1ccccc1N
2	CCCN1CCN(C(=O)c2ccc(F)c(S(=O)(=O)N3CCOCC3)c2)CC1
3	COc1cc(Cl)cc(/C=N\NC(=O)c2ccc3c(c2)OCO3)c1O
4	CC(=O)NCCc1nc2ccccc2n1Cc1ccc(C)cc1
5	O=C1CC(N2CCN(Cc3ccc4c(c3)OCO4)CC2)C(=O)N1c1cccc2ccccc12 (centres undefined)
6	O=C(O)CC1S/C(=N/N=C/C=C/c2ccccc2)NC1=O (centres undefined)
7	CCOc1ccc(N(CC(=O)N2CCCCC2)S(=O)(=O)c2ccc(Cl)cc2)cc1
8	O=C(C1CCC(CNc2c(N3CCCCC3)c(=O)c2=O)CC1)N1CCN(c2ccccn2)CC1 (centres undefined)
compound no. | 1 | 2 | 3 | 4 | 5 | 6 | 7 | 8
Shn3 3UTR inh | 1 | 2 | 88* | 16 | 2 | 0&-17 | -6 | 11
KKLEB tox | 7 | -12 | -17 | 3 | 7 | 8&11 | -3 | 1
EBV LMP1 NFkB | -3 | 1 | 31 | -5 | 3 | 7&4 | -1 | 1
iPSC survival up | -1.1 | -0.4 | -2.0 | 1.8 | -0.6 | 0.7&1.3 | 0.6 | -1.0
CF NFkB block | 2 | 15 | 22 | 9 | 0 | -16&-1 | 2 | -34
Peg3 prom inh | -14 | 12 | 26 | 8 | 5 | 5&9 | 17 | -10
C8 TRAIL sens | -12 | -18 | 20 | 6 | 11 | -4&5 | -13 | 10
TRPM1 prom inh | 3 | -21 | . | 10 | 0 | 1&6 | 7 | -10
HIF-2a inh | 4 | 3 | -26 | 11 | 11 | 19&1 | 18 | 1
NR2E3 ag-1 | -21 | -19 | -1 | 2 | -10 | 2&-4 | 2 | -11
NR2E3 ag-2 | 2 | -5 | . | 1 | 2 | -6&2 | -1 | 5

9	CCOc1ccc(/C(C)=N/NC(=O)C(OC)c2ccccc2)cc1 (centres undefined)
10	C[C@H](O)[C@@H]1C(=O)N2CCc3ccc(N4CCN(C)CC4)cc3[C@@H]2C[C@@H]1N(C)C(=O)c1ccco1
11	COc1ccc(NC2CCCN(C(=O)c3ccccc3C(F)(F)F)C2)cc1 (centres undefined)
12	COc1cc(OC)c(N2CC(C(=O)Nc3cc(Cl)ccc3N3CCOCC3)CC2=O)cc1Cl (centres undefined)
13	N#CCCc1cccc(CCC#N)c1
14	CC(C)Nc1cc(N2CCCC2)ccc1[N+](=O)[O-]
15	O=C1Nc2ccccc2S/C1=C/c1cccs1
16	CC(C)c1ccc(NC(=O)C2CC2c2ccccc2)cc1 (centres undefined)
compound no. | 9 | 10 | 11 | 12 | 13 | 14 | 15 | 16
Shn3 3UTR inh | 12 | -2 | 9 | 11 | 3 | -59 | . | -16
KKLEB tox | -14 | -12 | -16 | -2 | 7 | -2 | -24 | 12
EBV LMP1 NFkB | 7 | 0 | 8 | 1 | -2 | -7 | -15 | -3
iPSC survival up | 0.3 | 2.8 | -0.4 | 0.6 | 6.8 | -1.1 | 2.8 | 0.1
CF NFkB block | -5 | -8 | 0 | 17 | -2 | 5 | 17 | -9
Peg3 prom inh | 5 | 17 | 12 | 9 | -1 | 15 | -104 | -34
C8 TRAIL sens | -3 | -7 | 13 | 19 | -14 | -11 | -2 | 6
TRPM1 prom inh | 7 | . | 0 | 21 | -9 | 13 | -3 | -23
HIF-2a inh | 6 | 3 | -13 | 1 | 6 | 17 | -141 | -53
NR2E3 ag-1 | 4 | -30 | 18 | 2 | -9 | 6 | -63 | 1
NR2E3 ag-2 | -2 | . | 1 | -2 | 4 | -3 | -5 | .

17	N#Cc1c(NC(=S)NC(=O)Cc2cccs2)sc2c1CCCCC2
18	Cc1cc(C)n(CC(=O)NC2CCCCC2C)c(=O)c1C#N (centres undefined)
19	COc1cccc(C(=O)NNC(=O)Cc2csc(N)n2)c1
20	Cc1ccccc1C(=O)NNS(=O)(=O)c1ccc(F)cc1
21	O=C(CCNC(=O)c1ccccc1)N/N=C/c1ccc([N+](=O)[O-])cc1
22	CCN(CC(=O)Nc1ccccc1C(F)(F)F)C(=O)Cc1cccs1
23	O=C(O)CC(C(=O)O)n1nc(-c2ccccc2)cc1-c1ccccc1 (centres undefined)
24	Cc1ccccc1N=C1Nc2ccccc2N[C@]12C[C@H]1CCC(=O)N3CC[C@@H](C2)[C@@H]13
compound no. | 17 | 18 | 19 | 20 | 21 | 22 | 23 | 24
Shn3 3UTR inh | -6 | -1 | 1 | -5 | 0 | -14 | -21 | -6
KKLEB tox | -2 | 10 | 1 | -3 | 2 | 7 | 7 | -9
EBV LMP1 NFkB | 16 | 4 | -1 | 1 | -7 | -2 | -27 | 4
iPSC survival up | -0.4 | -0.1 | -0.5 | -0.6 | -1.1 | 0.0 | -2.3 | -1.4
CF NFkB block | 46 | -28 | -10 | -10 | -14 | 15 | -5 | -4
Peg3 prom inh | -30 | 10 | -1 | 8 | 10 | 0 | -137 | 1
C8 TRAIL sens | -4 | -4 | -10 | -21 | -7 | 1 | -11 | -13
TRPM1 prom inh | -4 | -1 | 7 | . | -8 | 1 | 0 | 18
HIF-2a inh | -39 | 14 | 7 | 7 | 10 | 10 | -169 | 3
NR2E3 ag-1 | -12 | 15 | -20 | 15 | -12 | -22 | -79 | -1
NR2E3 ag-2 | 1 | 4 | 2 | . | -2 | -1 | 0 | .

# Part of the list above in order of heavy-atom count, ascending.
13	N#CCCc1cccc(CCC#N)c1
15	O=C1Nc2ccccc2S/C1=C/c1cccs1
14	CC(C)Nc1cc(N2CCCC2)ccc1[N+](=O)[O-]
19	COc1cccc(C(=O)NNC(=O)Cc2csc(N)n2)c1
18	Cc1cc(C)n(CC(=O)NC2CCCCC2C)c(=O)c1C#N (centres undefined)
17	N#Cc1c(NC(=S)NC(=O)Cc2cccs2)sc2c1CCCCC2
21	O=C(CCNC(=O)c1ccccc1)N/N=C/c1ccc([N+](=O)[O-])cc1
11	COc1ccc(NC2CCCN(C(=O)c3ccccc3C(F)(F)F)C2)cc1 (centres undefined)
24	Cc1ccccc1N=C1Nc2ccccc2N[C@]12C[C@H]1CCC(=O)N3CC[C@@H](C2)[C@@H]13
12	COc1cc(OC)c(N2CC(C(=O)Nc3cc(Cl)ccc3N3CCOCC3)CC2=O)cc1Cl (centres undefined)
compound no. | 13 | 15 | 14 | 19 | 18 | 17 | 21 | 11 | 24 | 12
Shn3 3UTR inh | 3 | . | -59 | 1 | -1 | -6 | 0 | 9 | -6 | 11
KKLEB tox | 7 | -24 | -2 | 1 | 10 | -2 | 2 | -16 | -9 | -2
EBV LMP1 NFkB | -2 | -15 | -7 | -1 | 4 | 16 | -7 | 8 | 4 | 1
iPSC survival up | 6.8 | 2.8 | -1.1 | -0.5 | -0.1 | -0.4 | -1.1 | -0.4 | -1.4 | 0.6
CF NFkB block | -2 | 17 | 5 | -10 | -28 | 46 | -14 | 0 | -4 | 17
Peg3 prom inh | -1 | -104 | 15 | -1 | 10 | -30 | 10 | 12 | 1 | 9
C8 TRAIL sens | -14 | -2 | -11 | -10 | -4 | -4 | -7 | 13 | -13 | 19
TRPM1 prom inh | -9 | -3 | 13 | 7 | -1 | -4 | -8 | 0 | 18 | 21
HIF-2a inh | 6 | -141 | 17 | 7 | 14 | -39 | 10 | -13 | 3 | 1
NR2E3 ag-1 | -9 | -63 | 6 | -20 | 15 | -12 | -12 | 18 | -1 | 2
NR2E3 ag-2 | 4 | -5 | -3 | 2 | 4 | 1 | -2 | 1 | . | -2

10	C[C@H](O)[C@@H]1C(=O)N2CCc3ccc(N4CCN(C)CC4)cc3[C@@H]2C[C@@H]1N(C)C(=O)c1ccco1
compound no. | 10
Shn3 3UTR inh | -2
KKLEB tox | -12
EBV LMP1 NFkB | 0
iPSC survival up | 2.8
CF NFkB block | -8
Peg3 prom inh | 17
C8 TRAIL sens | -7
TRPM1 prom inh | .
HIF-2a inh | 3
NR2E3 ag-1 | -30
NR2E3 ag-2 | .
